# High-throughput results (PubChem BioAssay)
# bIAP act: intestinal alkaline phosphatase (bovine) activation. purified bovine IAP, CDP-star luminescence, 30 min; stronger effect = higher value; fold of DMSO-control signal, blank-subtracted. AID 1016. activation factor at 20 µM. 0.17% of 200,000 active;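 active = activation factor of 2 or more at 20 µM, a signal rise over negative controls twice the positive control's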
# PPARg SRC-1 ag: PPARgamma-driven SRC-1 recruitment agonism | P37231 | PPARgamma-SRC-1 coactivator recruitment biochemical assay | activation, % at 8 µM | 0.41% of 200,000 active; in the data active = activation above about 19%;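 note: 0% = DMSO and 100% = reference agonist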
# Target sequence (P37231 whole entry, looked up): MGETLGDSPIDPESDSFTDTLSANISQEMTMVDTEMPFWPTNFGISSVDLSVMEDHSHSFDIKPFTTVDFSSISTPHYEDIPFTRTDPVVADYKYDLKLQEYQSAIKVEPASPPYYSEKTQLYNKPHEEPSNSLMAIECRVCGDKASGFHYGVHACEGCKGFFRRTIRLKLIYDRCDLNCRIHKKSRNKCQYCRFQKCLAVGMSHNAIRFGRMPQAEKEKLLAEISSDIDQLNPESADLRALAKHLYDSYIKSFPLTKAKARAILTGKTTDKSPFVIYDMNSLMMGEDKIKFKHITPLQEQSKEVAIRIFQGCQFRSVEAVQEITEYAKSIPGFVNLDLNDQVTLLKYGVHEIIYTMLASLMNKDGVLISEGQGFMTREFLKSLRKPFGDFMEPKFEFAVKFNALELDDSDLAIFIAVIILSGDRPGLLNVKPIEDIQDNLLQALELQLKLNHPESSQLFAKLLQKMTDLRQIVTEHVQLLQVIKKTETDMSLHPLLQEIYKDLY
# PPARg SRC-2 ag: agonists of SRC-2 recruitment by human PPARgamma; PPARgamma LBD-SRC-2 recruitment, biochemical; 0.34% of 200,000 active; activation, % at 8 µM; P37231; AID 1032; in the data active = activation above about 22%;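 note: 0% = vehicle and 100% = reference agonist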
# STAT1 blocker: reduces IFN-gamma driven STAT1 reporter signal | NIH 3T3 STAT1-luciferase reporter, luminescence | inhibition, % at 5.5 µM | 0.35% of 200,000 active | AID 920;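 active = inhibition above a set limit, the mean inhibition across all tested compounds plus 3 SD, cut at about 34% in these data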;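 note: 0% = IFN-gamma with DMSO and 100% = IFN-gamma with 300 µM nifuroxazide; values of inactives mirror those of a sister screen read the other way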
# bIAP inh: intestinal alkaline phosphatase (bovine) inhibition | purified bovine IAP, CDP-star luminescence, 30 min | inhibition, % at 20 µM | 190,000 tested, under 10 active;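 active = over 50% inhibition of intestinal alkaline phosphatase at 20 µM in the single-dose screen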
#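 Assay system: bovine IAP enzyme; medium: DEA buffer 100 mM, pH 9.8, with MgCl2 1.0 mM, ZnCl2 0.02 mM; doses: 20 µM single dose; incubation: enzyme reaction for 30 min at room temperature; detection: CDP-star luminescence signal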
# TR-FRET SRC-2 ct: TR-FRET artefact, counter-screen to PPARgamma/SRC-2 agonist assay; stronger effect = higher value; TR-FRET ratio at 8 µM; 0.4% of 200,000 active; AID 1049; in the data active = TR-FRET ratio above about 2000; note: inactives centre near 1500
# PPARg SRC3 recr: PPARgamma-driven SRC-3 recruitment agonism; AID 731; activation, % at 8 µM; 0.26% of 200,000 active; P37231; biochemical PPARgamma/SRC-3 coactivator recruitment assay; in the data active = activation above about 23%;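 note: 0% = DMSO and 100% = reference agonist; some compounds past the cut are filed as inactive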
# ROMK mod: modulates human ROMK potassium channel activity | Tet-inducible ROMK, thallium flux fluorescence; actives lie on both sides | B-score at 10 µM | 2% of 130,000 active | AID 1918;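 active = signal ratio slope over the read window, or its plate-corrected B-score, at least 3 SD from the plate mean, either direction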;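 note: B-score of the F/F0 ratio slope over 7 to 12 s after thallium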
# Target sequence (P48048 whole entry, looked up): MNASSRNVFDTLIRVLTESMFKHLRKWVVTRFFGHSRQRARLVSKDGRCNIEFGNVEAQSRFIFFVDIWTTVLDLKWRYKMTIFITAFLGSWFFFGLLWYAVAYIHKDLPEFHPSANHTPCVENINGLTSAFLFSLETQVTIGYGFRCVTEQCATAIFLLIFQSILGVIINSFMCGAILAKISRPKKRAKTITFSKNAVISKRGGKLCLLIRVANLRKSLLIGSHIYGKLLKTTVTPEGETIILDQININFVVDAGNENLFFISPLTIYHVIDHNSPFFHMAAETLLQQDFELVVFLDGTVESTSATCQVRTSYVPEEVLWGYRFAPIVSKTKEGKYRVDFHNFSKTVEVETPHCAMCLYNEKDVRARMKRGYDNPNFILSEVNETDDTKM
# STAT3 blocker: reduces IL-6 driven STAT3 reporter signal; U3A cells, IL-6 STAT3-luciferase reporter, luminescence; host cell line lacks STAT1; inhibition, % at 5.5 µM; 0.89% of 190,000 active; AID 862;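 active = inhibition above the mean inhibition across all screened compounds plus 3 SD, cut at about 44% in these data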;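 note: 0% = DMSO only wells and 100% = 100 µM nifuroxazide control wells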
# STAT3 act: activators of IL-6 induced STAT3 signaling; U3A cells, IL-6 STAT3-luciferase reporter, luminescence; 100% = signal with IL-6 EC80 alone; activation (% of control), % at 5.6 µM; 0.91% of 190,000 active;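 active = activation above the screen-wide mean of compound activation plus 3 SD, cut at about 130% in these data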;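 note: 0% = background luminescence of wells with medium and substrate only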
#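 System – human U3A cells carrying STAT3-luciferase construct · Probe or stimulus – Interleukin-6, 33 ng/mL · Schedule – compound 1 h, then IL-6 6 h at 37 °C · Signal – luminescence from STAT3-driven luciferase reporter · Evaluation – percent of IL-6-only median luminescence · Benchmarks – IL-6-only high control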
# TNAP act hi DEA: TNAP (human) activation, high acceptor. purified TNAP, CDP-star luminescence, 1 M DEA, 30 min; stronger effect = higher value; 0 = EDTA background, 1 = DMSO-only activity. activation factor at 20 µM. 200,000 tested, under 10 active. AID 1136;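 active = activation factor at least 2 at 20 µM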
#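 Test system – human TNAP · Doses – 20 µM single point · Incubation – 30 min, room temperature · Signal – luminescent substrate turnover signal · Read-out basis – activation factor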
# * hit, by the source's call; / = no result given. Compounds as they come (roughly 3.7% active in at least one column).
Molecule,bIAP act,PPARg SRC-1 ag,PPARg SRC-2 ag,STAT1 blocker,bIAP inh,TR-FRET SRC-2 ct,PPARg SRC3 recr,ROMK mod,STAT3 blocker,STAT3 act,TNAP act hi DEA
Cn1nnc2cc(C(=O)NC3CC3)ccc21,1,2,5,7,-3,1695,4,0.35,5,96,1.1
CN1C(=O)/C(=C2/C=Cc3ccccc3N2CCCS(=O)(=O)O)SC1=S,0.1,8,-4,-3,/,1331,4,0.68,7,97,0.5
Cn1nnc(NCc2cc(Br)ccc2OCc2ccccc2F)n1,0.9,0,-4,-3,11,1428,-3,-1.3,-7,110,1
CN(C)CC(=O)c1c(N)n(Cc2ccccc2)c(=O)n(C)c1=O,1.1,-1,-4,-3,-14,1482,-9,-0.38,10,98,1
O=C(CCS(=O)(=O)c1ccccc1)Nc1ccccc1N1CCOCC1,0.9,5,-5,0,14,1563,0,-0.29,-3,106,1
O=c1c2[nH]c3cccc(Cl)c3c2ncn1CCN1CCCCC1,1.1,-1,-2,-11,-11,1380,-5,/,10,96,1
O=C(CN1CCOCC1)Nc1cccc(Br)c1,0.9,7,19,-6,10,1606,6,0.55,6,98,1
O=C(CSC1=NCCN1)C1COc2ccccc2O1 (centres undefined),1,1,6,-12,0,1569,3,/,2,104,1
CCOc1ccc(C(=O)SC2=NCCS2)cc1,0.8,-3,13,5,18,1433,-3,-0.69,-3,109,1
O=C(CCCn1c(=O)[nH]c2cc(Cl)ccc2c1=O)NCCC1=CCCCC1,0.9,-5,-6,6,14,1664,-11,0.3,-8,107,1
CCN(CC)CCOC(=O)c1ccccc1Br,0.9,-1,-4,-8,14,1483,5,1,-4,111,1
Cc1ccsc1/C=N/NC(=O)Nc1ccccc1,1,3,0,-80,-4,1346,1,0.087,14,97,1
c1ccc(Cc2nnc3sc(C4COc5ccccc5O4)nn23)cc1 (centres undefined),0.7,-5,-7,-10,26,1326,-4,0.45,-7,109,1
O=C(Nc1ccc(C(=O)N2CCCC2)cc1)Nc1ccc(Cl)cc1Cl,0.8,2,-3,4,20,1680,-2,/,12,89,1
COc1ccc(C(CC(=O)NCCCN2CCOCC2)NS(=O)(=O)c2ccc(C)cc2)cc1 (centres undefined),1,1,4,2,5,1416,14,0.49,-1,102,1.1
CCOC(=O)C1=NN(C(=O)c2ccccc2)C(O)(c2ccc(C)cc2)C1 (centres undefined),1,13,3,-2,5,1518,3,1.6,-2,99,0.9
Cc1cccc(OCCCC(=O)Nc2ccc(N(C)C)cc2)c1,1.1,4,-9,-51,-11,1636,2,-0.02,-18,118,1
Cc1c(C(=O)Nc2ccccc2[N+](=O)[O-])csc1-c1ccccc1,3.7*,2,-1,-73,-266,1469,-7,/,-12,105,1
CCn1nc(CC(=O)Nc2ccc(-n3cnnn3)c(OC)c2)c2ccccc2c1=O,1,1,2,-8,-2,1388,8,/,2,101,1
COc1ccc(-n2c(SCC(=O)NCCCN3CCCC3=O)nnc2C(C)N2CCCCC2)cc1 (centres undefined),1,4,-5,-2,1,1590,4,-0.8,2,99,1
Cc1ccccc1N1CCN(S(=O)(=O)c2ccccc2)CC1,0.6,-3,7,-9,39,1504,-9,-0.72,8,96,1
C[C@@H](C(=O)Nc1nc2ccccc2s1)N1C(=O)C2CC=CCC2C1=O (some centres undefined),1,7,12,-5,0,1708,2,-0.18,-5,112,1
COc1cc(C(F)(F)F)nc(-c2ccccn2)n1,1.1,-7,5,-6,-8,1465,2,0.34,6,95,1
Nn1c(Cc2cccc3ccccc23)nnc1SC1CCOC1=O (centres undefined),0.8,9,-5,0,21,1767,-5,-0.95,7,98,1
COC(=O)c1sc(S(=O)(=O)N2CCC(C(=O)O)CC2)c(C(=O)OC)c1C,0.8,3,-3,5,15,1430,5,0.053,16,92,1

# Next part
Molecule,bIAP act,PPARg SRC-1 ag,PPARg SRC-2 ag,STAT1 blocker,bIAP inh,TR-FRET SRC-2 ct,PPARg SRC3 recr,ROMK mod,STAT3 blocker,STAT3 act,TNAP act hi DEA
O=C(NCCc1ccc(F)cc1)c1cc(=O)c2ccccc2o1,1,-1,3,-5,5,1602,8,-0.19,9,99,1
CC1(C)CC(C(=O)NCCC(c2ccccc2)c2ccco2)CCO1 (centres undefined),0.5,8,9,22,/,1570,1,/,6,100,1
CNc1cnn(-c2ccc(C)cc2)c(=O)c1Sc1ccc(C)cc1,0.9,7,11,-2,8,1724,9,-0.26,2,106,1.1
COC(=O)c1[nH]c2ccc(C)cc2c1NC(=O)CN1CCN(C(=O)c2ccccc2)CC1,1,4,-3,-1,0,1433,0,/,-6,109,1
COc1ccc(CNC(=O)CN2C(=O)C(C)N(c3ccc(C)cc3)C2=O)cc1 (centres undefined),1,-1,-2,2,4,1368,1,-1.2,-3,100,1
COc1ccc(OC)c(-c2c(=O)n(OCc3ccccc3Br)c3ccccc3[n+]2[O-])c1,1.4,1,9,8,-42,1663,-2,-0.043,-4,101,1
COc1ccc(CCNC(=O)C2CC(=O)N(c3ccc(Br)cc3)C2)cc1OC (centres undefined),0.9,1,6,2,8,1531,-3,0.81,-1,107,1.1
O=C1Cc2ccccc2Sc2ccccc21,0.9,8,1,5,10,1547,17,-1.6,7,100,1
c1ccc(-c2noc(-c3ccccc3-c3ccccc3)n2)cc1,0.6,0,-9,5,43,1623,-7,0.7,18,89,1
CCn1c(NC2CCCCC2)nc2ccccc21,0.8,5,13,2,25,1524,5,/,6,96,1
COc1cccc(-n2nnc3c(=O)n(Cc4cccc(F)c4)cnc32)c1,1,-5,2,2,-3,1514,-7,/,16,89,1
CSc1nc2ccc(NC(=O)C3=NN(c4ccccc4)C(=O)CC3)cc2s1,1.1,5,9,6,-14,1513,4,0.0021,-38,138*,1.1
CCOC(=O)N1CCC(N(CCOC)C(=O)Nc2ccc(C)c(C)c2)CC1,0.9,3,-4,3,6,1272,4,/,2,101,1
COc1ccc(S(=O)(=O)N(CC(=O)N2CCOCC2)c2cc(Cl)ccc2OC)cc1OC,1.1,4,3,-8,-6,1326,-2,1.4,1,105,1
COc1ccccc1N1CCN(C(=O)CCCn2c(=O)[nH]c3ccsc3c2=O)CC1,1,5,4,-1,0,1756,10,/,-6,110,1
COc1ccc(CCNC(=O)c2ccc(CNS(=O)(=O)c3ccc(C(C)(C)C)cc3)cc2)cc1OC,0.6,6,-1,1,37,1645,1,/,-8,106,1
O=C(C/C=N/OCc1c(Cl)cccc1Cl)c1cnc(-c2ccccc2)s1,0.9,2,-1,2,12,1613,-2,/,6,95,1
C/C(Cc1ccccc1)=N\NC(=O)CNC(=O)c1ccc(C(C)(C)C)cc1,1,5,-4,-1,1,1463,1,0.37,-4,107,1
Nc1nc(-c2ccc3c(c2)CCCC3)cs1,0.8,0,8,-38,17,1523,2,/,12,95,1.1
CC(=O)c1ccc(OCc2cccc(C(F)(F)F)c2)cc1O,0.9,1,3,-13,14,1788,8,0.044,26,86,1.1
O=C(NC1CCCCC1)c1cccnc1C(=O)O,0.9,-10,-1,1,6,1435,1,1.2,6,97,1
Cc1nn(Cc2ccccc2Cl)c(C)c1NC(=O)c1nc2ncccn2n1,1.1,10,4,9,-7,1734,-8,-0.17,2,99,1
Cc1ccc(CN(C)CC(=O)Nc2cccc([N+](=O)[O-])c2)o1,1,-1,5,9,3,1417,-1,-0.014,6,100,1
N#C/C(=C/c1cc(Br)cs1)C(=O)NCC1CCCO1 (centres undefined),1,0,2,3,0,1656,-2,/,20,89,1
COc1ccc(Nc2nc(C(=O)NCCCN3CCOCC3)cs2)cc1,1,10,3,10,-2,1645,5,0.93,5,98,1.1

# Full records from above. Screens in order: bIAP act, PPARg SRC-1 ag, PPARg SRC-2 ag, STAT1 blocker, bIAP inh, TR-FRET SRC-2 ct, PPARg SRC3 recr, ROMK mod, STAT3 blocker, STAT3 act, TNAP act hi DEA
# COc1ccc(CCNC(=O)C2CC(=O)N(c3ccc(Br)cc3)C2)cc1OC (centres undefined) is entered as 0.9, 1, 6, 2, 8, 1531, -3, 0.81, -1, 107, 1.1
# COc1ccc(OC)c(-c2c(=O)n(OCc3ccccc3Br)c3ccccc3[n+]2[O-])c1 is entered as 1.4, 1, 9, 8, -42, 1663, -2, -0.043, -4, 101, 1

# Later entries
Molecule,bIAP act,PPARg SRC-1 ag,PPARg SRC-2 ag,STAT1 blocker,bIAP inh,TR-FRET SRC-2 ct,PPARg SRC3 recr,ROMK mod,STAT3 blocker,STAT3 act,TNAP act hi DEA
CCN(CC)C(=O)COc1ccc(/C(C)=N/NC(=O)c2ccccc2O)cc1,1,-5,2,6,1,1643,2,-0.24,4,99,1.1
CCc1nnc(NC(=O)C2CCN(C(=O)NC3CCCCC3)CC2)s1,1,-3,-5,-5,-4,1548,-8,0.12,1,102,1.1
Cc1cc(C)cc(N2CC(C)(C)C2=O)c1,1,-8,-2,6,-1,1535,-3,-0.41,10,93,1
COc1cc(/C=C/C(=O)c2c(O)ccc3c(C)cc(=O)oc23)ccc1O,0.8,-1,3,26,19,1576,-1,-3.2,10,96,1
O=C(CCC(=O)N1CCN(S(=O)(=O)c2ccccc2)CC1)c1cccs1,0.9,-3,-6,5,7,1334,-6,0.87,-6,105,1
O=C(c1ccco1)N1CCN(C(c2ccc(F)cc2)c2nnnn2CC2CCCO2)CC1 (centres undefined),1,9,-3,0,5,1472,-4,/,-3,107,1
Cc1ccccc1C1NC(=O)Cc2ccccc21 (centres undefined),0.9,4,6,5,7,1581,4,0.83,3,103,1.1
CCCCc1nnc(NC(=O)CCSc2ccccc2)s1,0.9,8,9,7,7,1626,4,/,4,98,1
Cc1cccc(OC(C)C(=O)N(Cc2cccs2)C2CCS(=O)(=O)C2)c1C (centres undefined),1.1,5,6,-11,-14,1632,7,1.3,-1,106,1
CCOc1ncccc1C(=O)N1CCN(c2ccc(C(F)(F)F)cn2)CC1,1.1,2,8,18,-8,1538,5,0.057,25,85,1
CC1C/C(=N/O)C(C)CN1 (centres undefined),0.8,0,-9,-2,17,1492,-1,-0.013,-1,101,1
CCOC(=O)c1c(C)c(C)n(Cc2ccc(OC)c(OC)c2)c1C,0.9,5,12,4,12,1686,5,-1.9,14,91,1
CC1Cc2nc(SCC(=O)Nc3ccc4c(c3)OCCO4)n(C)c(=O)c2S1 (centres undefined),1.1,2,8,16,-8,1594,8,-1.5,21,84,1

# Taken from above:
# Cc1cccc(OC(C)C(=O)N(Cc2cccs2)C2CCS(=O)(=O)C2)c1C (centres undefined) | PPARg SRC-1 ag: 5
# CCCCc1nnc(NC(=O)CCSc2ccccc2)s1 | bIAP inh: 7
# O=C(c1ccco1)N1CCN(C(c2ccc(F)cc2)c2nnnn2CC2CCCO2)CC1 (centres undefined) | STAT1 blocker: 0
# CCOC(=O)c1c(C)c(C)n(Cc2ccc(OC)c(OC)c2)c1C | PPARg SRC-2 ag: 12
# Cc1cc(C)cc(N2CC(C)(C)C2=O)c1 | STAT3 blocker: 10
